# Screening results as filed in PubChem BioAssay.
# APJ antagonist – APJ receptor antagonism; P35414; CHO-K1 APJ beta-arrestin complementation, luminescence; inhibition, % at 20 µM; actives 0.32% (n = 330,000); AID 2521;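 active means inhibition above about 40% at 20 µM, limit read from the data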;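 further: cells challenged with 10 nM apelin-13 agonist together with compound; plate controls were apelin-13 plus DMSO wells for no effect and DMSO wells lacking apelin-13 for full effect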
# Target sequence (P35414 whole entry, looked up): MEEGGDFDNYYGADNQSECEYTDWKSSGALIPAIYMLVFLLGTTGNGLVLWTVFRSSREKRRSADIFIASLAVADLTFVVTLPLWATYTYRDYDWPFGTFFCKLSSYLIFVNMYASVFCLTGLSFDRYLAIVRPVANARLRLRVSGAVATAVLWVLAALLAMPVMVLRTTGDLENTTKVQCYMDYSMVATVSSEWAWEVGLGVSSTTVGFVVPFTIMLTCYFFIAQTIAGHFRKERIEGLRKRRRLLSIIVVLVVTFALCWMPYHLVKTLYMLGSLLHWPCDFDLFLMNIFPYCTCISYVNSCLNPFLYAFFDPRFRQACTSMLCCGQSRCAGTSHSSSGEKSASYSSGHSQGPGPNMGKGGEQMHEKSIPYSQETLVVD
# CXCR6 block – blocks human CXCR6 beta-arrestin recruitment; O00574; CHO-K1 PathHunter CXCR6 beta-arrestin, luminescence; inhibition, % at 20 µM; actives 0.36% (n = 360,000); AID 602244; in the data active means inhibition above about 34%, passing the limit was not always enough;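 further: antagonist mode with CXCL16 agonist at 10 nM final; 0% = 10 nM CXCL16 with DMSO and 100% = unstimulated wells without agonist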
# Target sequence (O00574 whole entry, looked up): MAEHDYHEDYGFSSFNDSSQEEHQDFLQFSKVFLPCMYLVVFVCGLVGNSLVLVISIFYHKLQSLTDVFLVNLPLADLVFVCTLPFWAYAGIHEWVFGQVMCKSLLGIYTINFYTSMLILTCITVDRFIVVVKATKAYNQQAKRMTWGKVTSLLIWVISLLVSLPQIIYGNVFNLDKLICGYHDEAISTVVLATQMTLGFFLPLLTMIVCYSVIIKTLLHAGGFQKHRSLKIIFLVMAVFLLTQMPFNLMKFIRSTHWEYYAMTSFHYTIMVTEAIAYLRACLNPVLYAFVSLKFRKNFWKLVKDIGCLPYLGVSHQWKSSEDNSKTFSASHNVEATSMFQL
# Mdm2 MdmX PPI – inhibitors of human Mdm2/MdmX interaction. O15151+Q00987. SaOS-2 split-luciferase Mdm2/MdmX complementation, luminescence. inhibition, % at 8 µM. actives 3% (n = 330,000);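 active means inhibition of at least 50% at 8 µM in the primary screen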
# XBP1 UPR activ – adaptive UPR (XBP1) activation; CHO-XBP1 luciferase reporter, IRE1-XBP1 UPR activation, luminescence; percent of tunicamycin response, DMSO as zero; activation, % at 20 µM; actives 0.33% (n = 330,000); AID 463104;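 active means versus positive control, 20 µM dose yields 30% or more activation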;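 further: 100% = tunicamycin at 10 µg/mL and 0% = DMSO only wells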
#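 Test system: CHO-XBP1 luciferase reporter cells | Buffer or medium: Serum-containing F12 medium, 10% FBS | Schedule: 6 h compound exposure at 37 °C, 5% CO2 | Detection: Steady-Glo luciferase glow luminescence, 10 min after reagent addition | Read-out basis: Activation, % of tunicamycin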
# APJ agonist – agonists of human APJ apelin receptor; actives 0.11% (n = 330,000); CHO-K1 APJ PathHunter beta-arrestin, luminescence; 0% DMSO wells, 100% apelin; activation, % at 20 µM; AID 2520; P35414;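 active means activation more than six SD over the plate average, tested at 20 µM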;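 further: 0% = DMSO alone and 100% = apelin-13 at 10 nM; some results filed as inactive read as strong as hits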
#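 Test system: CHO-K1 APJ beta-arrestin complementation cell line. Amount: cell density 1000 per well. Controls: DMSO negative, 10 nM Apelin-13 positive. Signal: luminescent beta-gal fragment complementation, chemiluminescent substrate. Read-out basis: agonist-driven arrestin binding to APJ. Timing: compound stimulation 90 min at 25 °C, detection 60 min.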
# CCR6 antagonist – antagonists of human CCR6 receptor; P51684; CHO-K1 CCR6 PathHunter beta-arrestin, luminescence, CCL20-stimulated; inhibition, % at 20 µM; actives 0.49% (n = 340,000); AID 493098;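 active means compounds whose inhibition of the agonist-driven luminescence signal at 20 µM reaches about 50%, limit read from the data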;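 further: cells stimulated with CCL20 at 14 nM final; plate controls were DMSO with CCL20 for no effect and DMSO without agonist for full effect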
# UPR CHOP act – apoptotic UPR (CHOP) activation. CHO-CHOP luciferase reporter, luminescence; percent of tunicamycin response over DMSO baseline. activation, % at 10 µM. actives 0.34% (n = 330,000). AID 449763;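 active means at 10 µM dose, activation of 40% or more, normalized to positive control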;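 further: 100% = tunicamycin at 10 µg/mL and 0% = DMSO alone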
#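 measured by = luciferase luminescence | assay system = CHO-CHOP cells, stable luciferase reporter of PERK-eIF2a-CHOP signalling | amount = 500 reporter cells seeded per well | timing = 6 h compound exposure at 37 °C after overnight seeding | controls = positive tunicamycin 10 µg/mL, negative DMSO alone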
# tim23-1 inh – tim23-1 yeast growth inhibition | actives 1.3% (n = 330,000) | S. cerevisiae tim23-1 growth, BacTiter-Glo luminescence, 24 h | inhibition, % at 20 µM;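 active means growth inhibition of the mutant yeast at or above 50%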;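 further: temperature-sensitive mutant grown at 25 °C; plate controls were DMSO-treated mutant yeast for no effect and medium wells lacking yeast for full effect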
# EBI2 block – EBI2 (human) antagonism. P32249. EBI2 beta-arrestin recruitment, luminescence, 7a,25-OHC stimulated. inhibition, % at 5 µM. actives 0.81% (n = 360,000). AID 651636; in the data active means inhibition above about 38%;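 further: enzyme fragment complementation signal reports receptor beta-arrestin coupling in cells; 0% = agonist plus DMSO wells and 100% = wells without agonist; some results beyond the cut were filed as inactive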
# Target sequence (P32249 whole entry, looked up, the tested form may be a part): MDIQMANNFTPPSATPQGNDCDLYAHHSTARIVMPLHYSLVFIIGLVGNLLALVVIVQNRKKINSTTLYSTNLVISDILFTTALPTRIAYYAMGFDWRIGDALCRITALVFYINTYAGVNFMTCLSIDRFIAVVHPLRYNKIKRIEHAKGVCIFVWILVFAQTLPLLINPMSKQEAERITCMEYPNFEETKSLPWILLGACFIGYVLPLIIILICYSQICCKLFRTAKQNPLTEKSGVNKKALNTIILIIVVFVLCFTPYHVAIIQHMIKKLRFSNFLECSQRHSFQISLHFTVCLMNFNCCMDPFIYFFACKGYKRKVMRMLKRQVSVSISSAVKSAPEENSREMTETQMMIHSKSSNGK
# * = called active by the depositor; . = no result given. A portion of the library; count on the stated rates, not on these rows.
SMILES	UPR CHOP act	CCR6 antagonist	CXCR6 block	XBP1 UPR activ	EBI2 block	Mdm2 MdmX PPI	tim23-1 inh	APJ antagonist	APJ agonist
COc1ccccc1/C=C1\SC(=S)N(CCC(=O)NC2=NCCS2)C1=O	-2.2	1	0	-3	4	13	-1	15	-1
CCOc1ccc(Nc2ncnc(N)n2)cc1	0.0	1	2	1	-4	23	6	-6	1
O=C(Nc1ccccc1C(=O)OCc1nnc(-c2ccccc2)o1)c1ccco1	-0.7	14	12	-1	15	11	22	0	6
CCOc1cc(C#N)c(NC(=O)c2cccnc2)cc1OCC	-0.4	0	-12	1	-16	44	9	7	-8
Cc1ccc(C)n1-c1cc([N+](=O)[O-])ccc1-n1ccnc1	-0.8	-20	-10	-2	-1	0	11	1	2
COc1ccc(OCC(=O)OCC(=O)Nc2ccc(S(=O)(=O)N3CCCCC3)cc2)cc1	-4.7	-7	-15	-2	5	0	5	-9	-5
Cc1cccn2c(=O)c3cc(C(=O)N4CCOCC4)n(C)c3nc12	-0.1	1	8	2	-7	-18	18	-20	10
O=C(C1CCN(S(=O)(=O)c2ccccc2)CC1)N1CCN(Cc2ccc3c(c2)OCO3)CC1	3.1	5	-1	-3	-1	0	10	13	2
O=C(NC(=O)N1CCCCCC1)c1ccc(Cl)cc1	0.7	3	0	-2	-4	-5	10	26	-2
O=C(CSc1nncn1-c1ccccc1)Nc1cc(F)ccc1F	0.8	15	8	0	-3	1	11	18	-2
CC(=O)Nc1ccc(S(=O)(=O)N[C@@H](C)C(=O)OCC(=O)NC2CCCC2)cc1	-0.1	6	-3	-1	-10	10	4	19	-3
CN1CCN(S(=O)(=O)c2ccc(Oc3cccc(C(F)(F)F)c3)nc2)CC1	1.9	0	-4	-2	-6	15	2	22	5
CCNS(=O)(=O)c1ccc(CCC(=O)Nc2ccc3c(c2)OCO3)cc1	1.8	3	3	-4	0	12	7	-9	-4
CCOC(=O)[C@@H]1[C@H]2COc3cc(OC)ccc3[C@@H]2N2C(=O)N(c3cccc(Cl)c3)C(=O)[C@@]12C	-1.7	5	4	2	-2	-11	27	-62	-4
CCSc1nc(-c2ccccc2)cc(=O)[nH]1	-0.5	6	1	0	1	-10	12	4	-2
Cc1cc(N2C(=O)C3CC=CCC3C2=O)no1 (stereo unspecified)	0.0	0	-8	-1	-1	9	4	3	-3
Cc1cccc(N2CCN(C(=O)c3ccc(NS(=O)(=O)c4ccc5[nH]c(=O)[nH]c5c4)cc3)CC2)c1C	1.3	14	-4	-2	-3	2	4	-2	3
NS(=O)(=O)c1cc2c(cc1Cl)NC(c1ccccc1OCC(=O)O)NS2(=O)=O (stereo unspecified)	0.6	10	-1	1	-2	29	6	7	0
Cc1ccc(S(=O)(=O)NCC(=O)N(CC(=O)NCC2CCCO2)Cc2ccco2)cc1 (stereo unspecified)	0.8	-3	-1	4	-2	3	5	12	-2
CCN(CC)S(=O)(=O)c1ccc(N/N=C(\C)c2ccncc2)c([N+](=O)[O-])c1	-1.1	10	-5	-5	9	15	-22	-79	6
CC(C)NC(=O)C1CC=CCC1C(=O)O (stereo unspecified)	-0.3	1	-2	-3	-4	-13	-1	6	-2
C=CCc1cccc([C@@H]2[C@@H](C)CC[C@H]3C(=O)N4[C@@H](c5cc(OC)c(OC)c(OC)c5)c5[nH]c6ccccc6c5C[C@H]4C(=O)N23)c1	1.1	.	.	-3	.	71*	27	-22	5
CC1CCN=C(N)S1 (stereo unspecified)	-1.3	0	-5	-8	5	18	-1	3	-4
COc1ccc(CN(C(=O)c2ccc(-c3ccccc3)[nH]2)C(C(=O)NCC2CCCO2)c2ccc(C)o2)cc1 (stereo unspecified)	-2.3	15	18	-7	18	27	34	10	-4
COc1ccccc1N1CCN(/N=C/c2cc([N+](=O)[O-])ccc2Cl)CC1	-0.6	5	-7	7	6	13	22	4	-4
CCCOc1ccc(N2C(=O)CC(NCc3ccc(S(N)(=O)=O)cc3)C2=O)cc1 (stereo unspecified)	-1.1	-4	-3	-3	1	7	13	9	-4
Cc1ccc(-c2csc(N/N=C/C=C/c3ccccc3)n2)cc1	0.7	3	7	-1	27	-23	26	9	-5
CCOC(=O)Cc1nnc(NC(=O)C(CC)Sc2nc(C)cc(C)n2)s1 (stereo unspecified)	-0.5	1	2	0	1	-27	7	-25	-3
Cc1cc(Cl)cc(Br)c1OCCCNCC(C)O (stereo unspecified)	0.5	-3	-4	2	-4	16	6	-9	-2
O=C(COC(=O)c1ccc(Cl)nc1)NC(=O)c1ccc(OC(F)F)cc1	2.7	-1	2	2	-9	14	15	7	-4
Cc1ccc2cccc(OCC(=O)NCCC3=CCCCC3)c2n1	0.0	19	-8	-3	48*	-1	32	9	0
O=C(COC(=O)C1=COCCO1)Nc1cc(S(=O)(=O)N2CCCCC2)ccc1Cl	0.6	2	2	-1	-14	-21	10	8	0

# A different layout for some results above.
# Under each structure: UPR CHOP act | CCR6 antagonist | CXCR6 block | XBP1 UPR activ | EBI2 block | Mdm2 MdmX PPI | tim23-1 inh | APJ antagonist | APJ agonist
> NS(=O)(=O)c1cc2c(cc1Cl)NC(c1ccccc1OCC(=O)O)NS2(=O)=O (stereo unspecified)
→ 0.6 | 10 | -1 | 1 | -2 | 29 | 6 | 7 | 0
> Cc1ccc(S(=O)(=O)NCC(=O)N(CC(=O)NCC2CCCO2)Cc2ccco2)cc1 (stereo unspecified)
→ 0.8 | -3 | -1 | 4 | -2 | 3 | 5 | 12 | -2
> CCN(CC)S(=O)(=O)c1ccc(N/N=C(\C)c2ccncc2)c([N+](=O)[O-])c1
→ -1.1 | 10 | -5 | -5 | 9 | 15 | -22 | -79 | 6
> CC(C)NC(=O)C1CC=CCC1C(=O)O (stereo unspecified)
→ -0.3 | 1 | -2 | -3 | -4 | -13 | -1 | 6 | -2
> C=CCc1cccc([C@@H]2[C@@H](C)CC[C@H]3C(=O)N4[C@@H](c5cc(OC)c(OC)c(OC)c5)c5[nH]c6ccccc6c5C[C@H]4C(=O)N23)c1
→ 1.1 | . | . | -3 | . | 71* | 27 | -22 | 5
> CC1CCN=C(N)S1 (stereo unspecified)
→ -1.3 | 0 | -5 | -8 | 5 | 18 | -1 | 3 | -4
> COc1ccc(CN(C(=O)c2ccc(-c3ccccc3)[nH]2)C(C(=O)NCC2CCCO2)c2ccc(C)o2)cc1 (stereo unspecified)
→ -2.3 | 15 | 18 | -7 | 18 | 27 | 34 | 10 | -4
> COc1ccccc1N1CCN(/N=C/c2cc([N+](=O)[O-])ccc2Cl)CC1
→ -0.6 | 5 | -7 | 7 | 6 | 13 | 22 | 4 | -4
> CCCOc1ccc(N2C(=O)CC(NCc3ccc(S(N)(=O)=O)cc3)C2=O)cc1 (stereo unspecified)
→ -1.1 | -4 | -3 | -3 | 1 | 7 | 13 | 9 | -4
> Cc1ccc(-c2csc(N/N=C/C=C/c3ccccc3)n2)cc1
→ 0.7 | 3 | 7 | -1 | 27 | -23 | 26 | 9 | -5
> CCOC(=O)Cc1nnc(NC(=O)C(CC)Sc2nc(C)cc(C)n2)s1 (stereo unspecified)
→ -0.5 | 1 | 2 | 0 | 1 | -27 | 7 | -25 | -3
> Cc1cc(Cl)cc(Br)c1OCCCNCC(C)O (stereo unspecified)
→ 0.5 | -3 | -4 | 2 | -4 | 16 | 6 | -9 | -2
> O=C(COC(=O)c1ccc(Cl)nc1)NC(=O)c1ccc(OC(F)F)cc1
→ 2.7 | -1 | 2 | 2 | -9 | 14 | 15 | 7 | -4

# Later entries.
SMILES	UPR CHOP act	CCR6 antagonist	CXCR6 block	XBP1 UPR activ	EBI2 block	Mdm2 MdmX PPI	tim23-1 inh	APJ antagonist	APJ agonist
COc1ccc(-n2nc(C(=O)NCC(=O)N3CCN(Cc4ccc5c(c4)OCO5)CC3)c3ccccc3c2=O)cc1OC	-1.9	11	1	1	-1	9	22	-6	0
CC(OC(=O)c1ccc([N+](=O)[O-])s1)C(=O)NC1CCCCC1C (stereo unspecified)	-0.5	2	-12	0	-11	-8	19	-140	6
O=C(CC1SC(=O)N(c2ccccc2)C1=O)Nc1ccc(Br)cc1 (stereo unspecified)	-1.9	13	9	-1	1	14	35	10	-7
COc1ccc(NC(=O)CCc2ccccc2)cc1NC(=O)c1ccco1	-2.3	1	3	-1	1	-19	15	4	-3
CC1=CC(C)[C@H](/C=N/n2c(=O)[nH]c3c([nH]c4ccc(Br)cc43)c2=O)C(C)C1 (stereo partly specified)	30	-14	-18	80*	2	98*	-1	-29	3
C/C(=N\Nc1cc(Cl)nc(C)n1)c1ccc(Cl)c(Cl)c1	6.4	-27	-8	4	-19	48	25	11	4
Cn1ncc(C#N)c1NC(=O)C1CC(c2ccc(Cl)cc2)=NO1 (stereo unspecified)	0.1	14	3	-2	-13	-22	13	-16	5
O=C(CCC(=O)N1CCSc2ccccc21)NCc1cccc(Br)c1	-3.1	6	1	0	4	17	19	-39	-2
Cc1[nH]nc(-c2ccc(OCc3cnn(-c4ccccc4)c3)cc2O)c1Oc1ccc(F)cc1	-1.8	15	13	-2	15	39	0	-2	1
COC(=O)c1[nH]c2cc(OC)ccc2c1NC(=O)CN1CCC(C(N)=O)(N2CCCCC2)CC1	-1.7	0	2	3	-4	15	5	-25	-1
CC(C)NC(=O)CSc1nc(Cc2ccccc2)nc2ccccc12	1.7	19	7	-6	0	18	19	9	-2
CC1C(O)=C(c2nc3ccccc3[nH]2)C(=N)N1c1ccccc1 (stereo unspecified)	4.8	17	8	2	-2	0	-12	12	-3
Cc1ccc(CCc2nnc(SCC(=O)Nc3ccccc3Cl)n2-c2ccccc2)o1	-0.4	16	1	-1	16	6	36	9	1
C=CCN(c1ccccc1)S(=O)(=O)c1cccc(C(=O)N2CC(C)CC(C)C2)c1 (stereo unspecified)	-0.5	26	8	-6	7	32	41	-8	-6
O=C1OCc2ccc(NC(=O)C3CCCCC3)cc21	-1.1	-2	-4	-1	-5	1	14	22	-1
O=C(NNC(=S)Nc1ccccc1Cl)c1ccccc1Cl	3.2	23	10	3	-2	-148	9	20	-10
COc1ccc(S(=O)(=O)NC(C)C(=O)NCc2ccccn2)cc1OC (stereo unspecified)	1.3	9	-2	-4	-2	-4	0	9	1
CCOC(=O)Cc1n[nH]c(=O)c2ccccc12	-1.2	4	2	0	-4	18	3	27	-3
CCOC(=O)C1=C(CSc2nnnn2C)N(C)C(=O)NC1c1ccccc1 (stereo unspecified)	-3.5	6	5	0	-14	-8	7	10	4
O=C(Nn1c(Cc2cccs2)nc2ccccc2c1=O)c1cccs1	-0.6	1	-6	-3	-6	-34	29	10	-1
O=C(CNc1ccccc1OC(F)F)N1CCc2ccccc21	4.7	8	-9	-2	-10	-54	20	-4	-3
CN1C(=S)SC(C)(C)C1(C)NO (stereo unspecified)	0.9	-27	5	-1	-12	-14	6	-24	3
CC(C)(C)S(=O)(=O)/C(C#N)=N/Nc1ccc(Cl)cc1	0.2	15	2	-1	2	21	23	3	-4
